Screening results from PubChem.
HIV RNase H inh – blocks HIV-1 RNase H cleavage of RNA/DNA duplex; hit rate 1.9% among 65,000; AID 565; RT-RNase H RNA/DNA duplex cleavage, fluorescence; P04585; inhibition, % at 10 µM; in the data active = inhibition above about 50%
RmlCD inh mix – RmlC/RmlD inhibition, mixture screen; hit rate 0.39% among 110,000; AID 1532; inhibition, % at 5.5 µM; RmlC/RmlD coupled enzyme inhibition, 384-well mixture HTS; in the data active = inhibition above about 30%, passing the limit was not always enough; inconclusive = no clear call, values can overlap the other calls; note: strong numbers were not always called active
Starred values were filed as active, the others as inactive; ? = inconclusive; · = not tested or not shown. An excerpt; rates above refer to the full screens.

SMILES | HIV RNase H inh | RmlCD inh mix
CCCC1(c2ccccc2)NC(=O)N(CC(=O)c2[nH]c(C)c(C(=O)OCC)c2C)C1=O (stereo not given) | 12 | 14
CC(C)C(=O)Nc1nnc(CCN2CCCCC2)s1 | · | -12
CN1CCN(C(=O)C2=C[C@@H](c3ccc(Br)cc3)C[C@@H](OCc3ccc(CO)cc3)O2)CC1 | · | 9
CCN(C(=O)COC(=O)c1cc2ccccc2cc1O)C1CCS(=O)(=O)C1 (stereo not given) | · | 7
CCCCOc1ccc(-c2nc(-c3cccnc3)no2)cc1 | -4 | 7
O=C(NCCNCCO)C1(C(F)(F)F)C/C(=C\CCO)CCCO1 (stereo not given) | · | 4
COc1ccc(C(=O)NCc2cccnc2)cc1S(=O)(=O)N1CCOCC1 | 8 | 6
Cc1cc(=O)[nH]c(SCC(=O)Nc2cccc(C(F)(F)F)c2)n1 | -4 | 17
CCN(CC)CCn1c2ccccc2c2nc(C)sc21 | -4 | ·
Cc1ccc(S(=O)(=O)NC(=O)NCc2ccccn2)cc1 | -3 | -7
O=C(Cn1c(NCCO)nc2ccccc21)NCCc1ccc(F)cc1 | · | -7
COC(=O)c1ccccc1NC(=O)Cn1cc(Br)cn1 | -19 | -7
O=c1cc(N2CCC3(CC2)OCCO3)[nH]c(=O)n1-c1ccc(Br)cc1 | 3 | 8
Cc1c(Cl)c(C(F)(F)F)nn1CC(=O)NCc1ccccc1 | · | -13
O=C(Cn1c(NCCO)nc2ccccc21)c1ccco1 | -8 | -5
CCN(CC)S(=O)(=O)c1cccc(NC(=O)COC(=O)c2cc(C)oc2C)c1 | · | 5
CCS(=O)(=O)N1CCC(C(=O)NCCCN2CCC(Cc3ccccc3)CC2)CC1 | -2 | ·
CCOc1cc2c(cc1C(C)(C)C)NC(=O)CS2 | -35 | -13
CC(C)n1c(-c2ccc(N(C)C)cc2)nc2ccccc21 | -6 | -64
CC(C)CCNC(=O)CCCn1c(=O)[nH]c2ccc(Br)cc2c1=O | -4 | 4
Cc1ccc(C)c(NC(=S)NC2CC3CCCC(C2)N3CC(C)C)c1 (stereo not given) | · | 8
Cc1ccccc1NC(=O)C(=O)NCCc1c[nH]c2ccccc12 | · | 13
COc1ccc(OCc2nnnn2-c2ccccc2)cc1 | · | 9
O=C1CCCC2=C1C(c1ccccc1O)C1=C(CCCC1=O)O2 | 11 | -7
Cc1ccc(S(=O)(=O)N2CCN(Cc3nc4sc(C)c(C)c4c(=O)[nH]3)CC2)cc1 | · | -12

In a second layout: entries from further up
Results follow in this order: HIV RNase H inh, RmlCD inh mix
Cc1ccc(S(=O)(=O)NC(=O)NCc2ccccn2)cc1
→ -3, -7
O=C(Cn1c(NCCO)nc2ccccc21)NCCc1ccc(F)cc1
→ ·, -7
COC(=O)c1ccccc1NC(=O)Cn1cc(Br)cn1
→ -19, -7

Later entries.
SMILES | HIV RNase H inh | RmlCD inh mix
COC(=O)C1=C(C)N(C2CCCC2)C(=O)C1(NC(C)=O)C(F)(F)F (stereo not given) | 0 | 2
O=C(CSc1nnc2c(n1)[nH]c1ccccc12)OCc1ccccc1 | · | -7
COc1ccc(Nc2nnc(Cc3ccc(Cl)cc3)c(=O)[nH]2)c(OC)c1 | -1 | -16
CCOC(=O)C(=CNc1ccccc1C)C(=O)OCC | · | -1
CCOC(=O)c1ccccc1NC(=O)C1COc2ccccc2O1 (stereo not given) | -54 | -14
O=C(NCc1ccccc1)NC1(C(=O)N2CCN(c3ccccc3)CC2)CCCCC1 | 15 | -10
COc1ccc(NC(=O)Cc2ccc(Cl)cc2)cc1NC(=O)c1ccco1 | -8 | 86
Fc1ccc(-c2cnc(-c3cccs3)o2)cc1 | · | -45
Cc1nc(-c2ccccc2)sc1C(=O)CSc1ccc(F)cc1 | · | -23
Cc1c(-n2cc(C(=O)O)c(=O)c3cc(F)c(N4CCCC4)c(F)c32)c(=O)n(-c2ccccc2)n1C | 7 | 17
CCCNC(=O)NS(=O)(=O)c1cnccc1Sc1ccc(Cl)cc1 | · | -14
Cc1cc(C(=O)COC(=O)CCCN2C(=O)c3ccccc3C2=O)c(C)n1C | -50 | 4
C/C(Cl)=C\CNC(C)c1ccccc1 (stereo not given) | 8 | -7
CCNC(=O)NC(C(=O)OC)C12CC3CC(CC(C3)C1)C2 (stereo not given) | -16 | 0
O=C(NN1C(=O)/C(=C/c2cccnc2)SC1=S)C(c1ccccc1)c1ccccc1 | · | 7
S=c1oc(-c2ccncc2)nn1CCc1ccncc1 | 0 | 1
Cc1ccccc1CN1C(=O)C(O)(CC(=O)c2ccncc2)c2ccccc21 (stereo not given) | -12 | 14
COc1ccc(CCNc2oc(COc3ccc(F)cc3)nc2C#N)cc1 | -18 | 9
COC(=O)C1=CN(C(C)C)C=C(C(=O)OC)C1c1cc2c(cc1Br)OCO2 | -4 | -30
Cc1ccc(-c2n[nH]c(=S)n2/N=C/c2cc3c(cc2[N+](=O)[O-])OCO3)cc1 | · | -11
CC(=O)Oc1ccccc1N1C(=O)c2ccc(C(=O)O)cc2C1=O | 8 | -6
CCN(CC)S(=O)(=O)c1ccc(NC(=O)CN(c2cccc(F)c2)S(C)(=O)=O)cc1 | -2 | 4
COc1cccc(NC(=O)NCCCN2CCN(c3ccc(F)cc3)CC2)c1 | -2 | 4
c1ccc(N(c2ccccc2)c2nc(N3CCCC3)nc(-n3ccnc3)n2)cc1 | -9 | ·
Cc1ccc(-c2[nH]c(=O)n3ccncc23)s1 | 1 | -4
Next structures.
SMILES | HIV RNase H inh | RmlCD inh mix
O=C(CSc1nnnn1-c1ccccc1)N1CCN(C(=O)c2ccco2)CC1 | 3 | -7
O=C(CN(Cc1ccco1)C(=O)CCC(=O)Nc1nccs1)NCc1ccccc1 | · | -12
Cc1cccc(CC(=O)NCCn2c(C)cc3ccccc32)c1 | · | -17
CCCCCC(=O)Nc1nc(C)c(-c2csc(Nc3ccccc3OCC)n2)s1 | · | -8
O=C(COC(=O)c1ccccn1)Nc1nccs1 | -18 | -3
O=c1cc(O)c2c(=O)[nH]c(=O)n(-c3ccccc3)c2[nH]1 | -22 | -15
COc1ccc(OCC(O)COc2ccc(C(=O)O)cc2)cc1 (stereo not given) | -28 | -5
Cc1cc(Cl)ccc1NC(=O)CSc1nnc(-c2ccncc2)n1Cc1ccco1 | -17 | 8
CCOC(=O)c1[nH]c2ccc(OCC)cc2c1NC(=O)CN1CCC2(CC1)OCCO2 | 9 | 2
COc1ccc(C(=O)Nc2ccc(OCC(F)(F)C(F)F)c(C(F)(F)F)c2)cc1OC | · | -10
O=C(Nc1nc2n(n1)C(c1ccccc1)CC(c1ccc(Cl)cc1)N2)c1ccco1 (stereo not given) | 14 | -6
CCOc1ccc(NC(=O)Nc2cc(C)ccc2F)cc1 | · | -21
Cc1ccc(C2SCC(=O)Nc3c2c(=O)[nH]n3C2CCOC(C)(C)C2)cc1 (stereo not given) | 2 | -11
Cc1c(C(=O)NC(C)C)oc2c1-c1[nH]ncc1CC2 | -26 | 17
CC(c1ccco1)N(C(=O)C12CC3CC(CC(C)(C3)C1)C2)c1ccccn1 (stereo not given) | · | -15
COC(=O)COc1ccc(C(=O)OC)cc1 | 2 | 9
COCCCNC(=O)CCCn1c(=O)c2ccccc2n(CC(=O)Nc2c(C)cc(C)cc2C)c1=O | -8 | ·
O=C1CC(=O)N(CCc2ccc(F)cc2)C(=O)N1 | · | -3
CC1(C)NC(=O)N(CC(=O)O)C1=O | · | -7
O=C(OCn1nnc2ccccc2c1=O)C1=COCCO1 | -15 | -14
CCOC(=O)c1cc2ccccc2n1CCN(CC)CC | · | 7
CCOc1ccc(S(=O)(=O)Nc2ccccc2C(=O)NCc2ccco2)cc1 | 4 | -16
COc1ccc(-c2nc(CSCC(=O)N3CCc4ccccc4C3)c(C)o2)cc1OC | -8 | -7
Cc1ccc(-n2nnnc2-c2cnc(-c3cccnc3)nc2C(F)(F)F)cc1 | · | 9
CCCCN(C)C(=O)c1sc2ncn(CC)c(=O)c2c1C | -21 | -10
Later entries:
SMILES | HIV RNase H inh | RmlCD inh mix
N#CCSc1nccc(-c2cc(Cl)sc2Cl)n1 | · | -10
OCC[C@H]1C[C@@H](O)[C@H](O)[C@]2(CCCO2)O1 | · | -31
CC(=O)N(C1=NCCCS1)c1ccc(F)cc1 | -32 | 1
O=C(NCc1ccccc1C(F)(F)F)C1CC(c2cccc(F)c2)=NO1 (stereo not given) | · | 9
CC(=NCCCNC1CCCCC1)C1=C(O)CC(C)(C)CC1=O | -2 | ·
COc1ccccc1-n1c(CNC(=O)COc2ccccc2)n[nH]c1=S | -1 | 1
CS(=O)(=O)N(CC(=O)Nc1cccnc1)c1ccc2c(c1)OCO2 | 3 | 5
CCCN1CCN(C(=O)CN2C(=O)CC(C)(C)S(=O)(=O)c3ccccc32)CC1 | -1 | 1
CCOC(=O)C1=C(c2ccccc2)Nc2ncnn2C1c1cccc(OC)c1OC (stereo not given) | 5 | -18
O/N=C/c1ccccc1OCc1ccccc1Cl | · | 2
CC(CO)N1CCS(=O)(=O)CC1 (stereo not given) | · | -76
CCc1ccc(N2CC(C(=O)NCc3ccc4c(c3)OCO4)CC2=O)cc1 (stereo not given) | 7 | 15
Cc1c(Cl)cccc1NC(=O)C1NC(=O)CC1c1ccccc1 (stereo not given) | · | 5
COc1ccc(C2SCC(=O)N2CCCN(C)C)cc1 (stereo not given) | · | -7
CCOC(=O)C1=C(C)OC(N)=C(C#N)C1c1cc2ccccc2nc1N1CCCCC1 (stereo not given) | 24 | 12
CCC(C)NC(=O)C(CCSC)NC(=O)c1ccccc1 (stereo not given) | · | -13
CCN(CC)S(=O)(=O)c1ccc(-c2nnc(SCC(=O)Nc3nc(C)cs3)o2)cc1 | -14 | -8
Cc1cc(C(=O)OCC(=O)c2c(N)n(C)c(=O)n(C)c2=O)c(C)o1 | -27 | 2
CCOC(=O)c1cn2cccnc2n1 | · | 25
COc1cc2c(cc1OC)-c1cc(NC3CCCCCCC3)nc(=O)n1CC2 | 4 | 11
CNCCc1c[nH]c2ccccc12 | -4 | 17
O=C(NCc1nnc(SCC(=O)N2CCCCCC2)o1)c1ccco1 | 2 | 3
COc1ccc(C2C(C(C)=O)=C(O)C(=O)N2c2ccc(Br)cn2)cc1 (stereo not given) | · | 5
CCOC(=O)c1c(NC(=O)CSc2nnc(-c3c[nH]c4ccccc34)n2C)sc2c1CCCC2 | · | 0
CN1CCN(Cc2c(C#N)c3ccccc3n2C)CC1 | 4 | 23
New compounds follow
SMILES | HIV RNase H inh | RmlCD inh mix
CCOC(=O)c1cc2c(C)n(-c3ccc(OCC)cc3)c(C)c2ccc1=O | · | ?
COc1ccc(S(=O)(=O)Nc2ccccc2C(=O)OC2CCCN(C)C2)cc1OC (stereo not given) | -20 | -10
O=C(c1ccco1)N1CCN(C(c2ccccc2)c2nnnn2C2CCCC2)CC1 (stereo not given) | · | -14
CC(C)OCCCN1C(=O)c2[nH]nc(-c3ccccc3O)c2C1c1cccc(Cl)c1 (stereo not given) | 8 | 8
Cn1c2ccccc2c2nn(-c3ccccc3)c(=O)cc21 | -6 | 25
CC(C)c1oc(=O)cc2c1[C@@H](O)[C@H]1OC(=O)[C@@]3(C)CC[C@@H](O)[C@@]2(C)C13 (stereo not given in full) | · | -12
C/C(Cn1nnc([N+](=O)[O-])n1)=N\NC(=O)c1cccc(Cl)c1 | · | -18
Cc1ccc(CCNS(=O)(=O)c2ccc(C)cc2)cc1 | · | 3
COc1ccc(CCN(C)CCCC(C#N)(c2cc(OC)c(OC)c(OC)c2)C(C)C)cc1OC (stereo not given) | 7 | 3
CCn1nc(NS(=O)(=O)c2ccccc2)c2cc3cccc(C)c3nc21 | 2 | -6
Cc1nc2c(-c3ccccc3)c(C)nn2c(C)c1CCC(=O)N1CCOCC1 | -8 | -11
Cc1nc2sc(C#N)c(N)c2c2c1CCCC2 | -28 | -5
O=C1c2oc3ccc(Br)cc3c(=O)c2C(c2cccc(F)c2)N1CCO (stereo not given) | 2 | 3
COc1cc2c(cc1OC)CN(Cc1ccc(C)s1)CC2 | · | -5
CCn1nc(C(=O)Nc2ccccc2C)c(Cl)c1Cl | · | ?
O=C(OCCCCN1C(=O)c2ccccc2C1=O)c1n[nH]c2ccccc12 | -36 | 15
O=C(Oc1ccc2c(=O)c(Cl)coc2c1)c1cccnc1 | · | 10

Some of these compounds in order of number of heavy atoms, highest first:
SMILES | HIV RNase H inh | RmlCD inh mix
COc1ccc(CCN(C)CCCC(C#N)(c2cc(OC)c(OC)c(OC)c2)C(C)C)cc1OC (stereo not given) | 7 | 3
CCOC(=O)c1c(NC(=O)CSc2nnc(-c3c[nH]c4ccccc34)n2C)sc2c1CCCC2 | · | 0
CC(C)OCCCN1C(=O)c2[nH]nc(-c3ccccc3O)c2C1c1cccc(Cl)c1 (stereo not given) | 8 | 8
Cc1nc2c(-c3ccccc3)c(C)nn2c(C)c1CCC(=O)N1CCOCC1 | -8 | -11
O=C(OCCCCN1C(=O)c2ccccc2C1=O)c1n[nH]c2ccccc12 | -36 | 15
O=C1c2oc3ccc(Br)cc3c(=O)c2C(c2cccc(F)c2)N1CCO (stereo not given) | 2 | 3
COc1ccc(C2C(C(C)=O)=C(O)C(=O)N2c2ccc(Br)cn2)cc1 (stereo not given) | · | 5
C/C(Cn1nnc([N+](=O)[O-])n1)=N\NC(=O)c1cccc(Cl)c1 | · | -18
Cn1c2ccccc2c2nn(-c3ccccc3)c(=O)cc21 | -6 | 25
CN1CCN(Cc2c(C#N)c3ccccc3n2C)CC1 | 4 | 23
CCn1nc(C(=O)Nc2ccccc2C)c(Cl)c1Cl | · | ?
Cc1nc2sc(C#N)c(N)c2c2c1CCCC2 | -28 | -5
